Screening data from PubChem.
ELG1 repair inh: ELG1-dependent DNA repair inhibition. HEK293T ELG1-luciferase reporter, luminescence, 16 h; DNA damage induced by 5-fluorouridine. Potency, µM (titrated, usually from 46.1 µM), for the others: at the highest dose activity change, negative = inhibition, actives largely listed as inhibitors. actives 2.3% (n = 330,000). AID 504467; also: potency is read from the fitted curve at half-maximal effect; % is scaled to controls: 0 for no effect and ±100 for the full control effect; nearly all actives have a fitted effect of over 55% in size
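DMSO vehicle served as the neutral condition. Each well held 2,000 cells given 5-fluorouridine plus compound; after 16 hr at 37 °C/5% CO2, ONE-Glo was added and luciferase measured 30 min later.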
NPC1 promoter act: activates the NPC1 promoter; Huh7 NPC1 promoter luciferase reporter, 24 h; Potency, µM (top dose mostly 9.22 µM), inactives show at the highest dose activation, hits mostly activators; actives 2.4% (n = 320,000); AID 485313;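 also: potency is read from the fitted curve at half-maximal effect; % of control where 0% means no effect; nearly all actives have a fitted effect of over 60% in size; reporter is driven by a mutant NPC1 promoter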
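NPC1 promoter–luciferase Huh7 cells; 24 h compound; luminescence.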
ELG1 genotoxic: induces genotoxicity in HEK293T cells with luciferase-tagged ELG1. Potency, µM (titrated, usually from 46 µM), inactives show at the top dose activity change, positive = activation, hits mostly activators. HEK293T ELG1-luciferase reporter, luminescence, 16 h. AID 504466. actives 1.3% (n = 330,000); also: potency is read from the fitted curve at half-maximal effect; % of control where 0% means no effect; nearly all actives have a fitted effect of over 60% in size
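HEK293T cells expressing luciferase-tagged ELG1 were treated with compound or DMSO for 16 hr at 37°C. Luciferase activity was then read after 30 min with ONE-Glo at room temperature; rising signal flags genetic stress.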
RORg inh: blocks mouse ROR gamma transcriptional activity | P51450 | Drosophila S2 Gal4-RORgamma UAS-luciferase reporter, 20 h | Potency, µM (top dose mostly 53.6 µM), inactives show top-dose activity change, negative = inhibition, most hits filed as inhibitors | actives 5.4% (n = 310,000) | AID 2551; also: potency is read from the fitted curve at half-maximal effect; % is scaled to controls: 0 for no effect and ±100 for the full control effect; nearly all actives have a fitted effect of over 60% in size
Target sequence (P51450 whole entry, looked up, the tested form may be a part): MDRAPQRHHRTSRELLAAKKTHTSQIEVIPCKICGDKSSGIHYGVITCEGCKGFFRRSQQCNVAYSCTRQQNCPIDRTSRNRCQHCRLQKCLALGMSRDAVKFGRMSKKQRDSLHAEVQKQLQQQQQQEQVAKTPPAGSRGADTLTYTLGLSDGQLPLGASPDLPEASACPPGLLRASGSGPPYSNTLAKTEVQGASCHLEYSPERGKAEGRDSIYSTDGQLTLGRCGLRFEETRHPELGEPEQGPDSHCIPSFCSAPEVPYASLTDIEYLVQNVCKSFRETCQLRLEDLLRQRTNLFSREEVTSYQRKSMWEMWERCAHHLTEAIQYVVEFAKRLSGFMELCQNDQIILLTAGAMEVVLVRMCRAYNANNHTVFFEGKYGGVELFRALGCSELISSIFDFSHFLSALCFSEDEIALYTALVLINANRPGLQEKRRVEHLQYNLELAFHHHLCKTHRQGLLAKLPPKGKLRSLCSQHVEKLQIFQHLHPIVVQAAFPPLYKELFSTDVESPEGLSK
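Drosophila Schneider cells stably carrying a metallothionein-driven Gal4 DBD–ROR gamma fusion and a UAS-Photinus luciferase reporter were exposed to compound for 1 hr, then induced with copper sulfate (700 uM final) for 20 hr at ambient temperature before luminescence reading.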
Rab9 prom act: activators of Rab9 promoter | Huh7 Rab9 promoter-luciferase reporter, luminescence, 24 h | Potency, µM (highest dose often 9.22 µM), inactives show at the highest dose activation, negative = inhibition, actives largely listed as activators | actives 2.8% (n = 320,000); also: potency is read from the fitted curve at half-maximal effect; % of control where 0% means no effect; nearly all actives have a fitted effect of over 60% in size
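Huh7 cells stably carrying Rab9 promoter–luciferase reporter, plated 1500 cells/well, compound added after 2 h and incubated 24 h at 37 °C; luciferase luminescence then read after 10 min with detection reagent.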
FLuc modulator: counter-screen for miR-21 project: firefly luciferase inhibitors or activators; P08659; purified FLuc, Km substrates, luminescence inhibition; Potency, µM (titrated, usually from 57.5 µM), without a hit: at the highest dose activity change, negative = inhibition, actives largely listed as inhibitors; actives 6.9% (n = 360,000);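 also: potency is read from the fitted curve at half-maximal effect; plate controls were vehicle for no effect and reference inhibitor for full effect; nearly all actives have a fitted effect of over 55% in size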
Target sequence (P08659 whole entry, looked up): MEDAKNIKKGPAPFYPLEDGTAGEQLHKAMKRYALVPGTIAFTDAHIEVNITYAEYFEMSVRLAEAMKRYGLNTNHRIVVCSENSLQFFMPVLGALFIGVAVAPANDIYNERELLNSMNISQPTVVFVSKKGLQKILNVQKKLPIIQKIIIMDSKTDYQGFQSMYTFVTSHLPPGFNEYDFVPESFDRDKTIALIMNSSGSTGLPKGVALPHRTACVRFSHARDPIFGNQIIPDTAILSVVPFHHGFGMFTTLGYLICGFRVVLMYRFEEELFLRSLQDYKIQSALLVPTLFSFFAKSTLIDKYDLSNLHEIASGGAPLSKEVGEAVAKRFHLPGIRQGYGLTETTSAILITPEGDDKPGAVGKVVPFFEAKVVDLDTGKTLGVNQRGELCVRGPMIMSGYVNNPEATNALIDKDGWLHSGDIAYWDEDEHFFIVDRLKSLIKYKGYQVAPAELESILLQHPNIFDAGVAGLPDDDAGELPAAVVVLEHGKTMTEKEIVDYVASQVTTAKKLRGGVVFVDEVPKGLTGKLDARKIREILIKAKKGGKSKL
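Purified P. pyralis luciferase, 10 nM final, with Km-level 10 uM D-luciferin and 10 uM ATP in 50 mM Tris acetate pH 7.5, 10 mM Mg acetate, 0.01% Tween-20, 0.05% BSA; 6-point qHTS titration about 60 µM downward; luminescence read.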
TRPV1 ag: activates the human vanilloid receptor TRPV1 | Q8NER1 | TRPV1-expressing cells, Fluo-8 calcium influx, agonist mode | activation, % at 8.33 µM | actives 0.19% (n = 320,000) | AID 540275; in the data active = activation above about 80%; inconclusive = between about 30% and that limit; also: 0% is about no effect
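Fluo-8 calcium influx in TRPV1-expressing cells, kinetic read (ex 480/em 520 nm). Compound added and read 3 min for agonist activity, followed by capsaicin at EC20 final and 2 min further read for enhancement.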
Tb PFK block: inhibitors of T. brucei phosphofructokinase | O15648 | T. brucei PFK, ADP-Glo luminescence | Potency, µM (top dose mostly 57.5 µM), inactives show at the highest dose activity, negative = inhibition, actives largely listed as inhibitors | actives 0.17% (n = 330,000) | AID 485367;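 also: potency is read from the fitted curve at half-maximal effect; 0% = uninhibited 1x PFK enzyme wells and -100% = no-enzyme wells; nearly all actives have a fitted effect of over 60% in size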
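Luminescent ADP detection (ADP-Glo, two-step: ATP depletion then ADP-to-ATP conversion for luciferase) reported PFK activity after 45 min room-temperature reaction of 1.25 nM enzyme with 0.5 mM F6P and 0.1 mM ATP at pH 8.0.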
VP16 counter: inhibits Gal4-VP16 luciferase reporter, ROR gamma counter-screen; Drosophila S2 Gal4-VP16 UAS-luciferase, luminescence, 20 h; Potency, µM (top dose mostly 53.6 µM), without a hit: at the highest dose activity, negative = inhibition, most hits filed as inhibitors; actives 3.5% (n = 310,000);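 also: Gal4-VP16 expression switched on by copper sulfate through the metallothionein promoter; potency is read from the fitted curve at half-maximal effect; % is scaled to controls: 0 for no effect and ±100 for the full control effect; nearly all actives have a fitted effect of over 50% in size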
p53 reactivator: restores transcriptional activity of mutant p53. H1299 p53-A138V BP100-luciferase reporter, luminescence, 24 h. Potency, µM (series often up to 92.2 µM), for the others: top-dose activity change, positive = activation, usual class: activators. actives 0.063% (n = 320,000); also: potency is read from the fitted curve at half-maximal effect; % of control where 0% means no effect; nearly all actives have a fitted effect of over 45% in size
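p53-null H1299 cells stably carrying temperature-sensitive p53-A138V and a BP100-luciferase reporter were pinned with compounds (4-point, 1:5 series) and held 24 hrs at 37 deg C. Luminescence was read 10 min after detection reagent.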
BRCA1 expr up: activators of BRCA1 expression; actives 1.1% (n = 380,000); AID 624202; Potency, µM (doses to about 46.1 µM), for inactives: at the highest dose activation, usual class: activators; MCF7-BRCA1-FFLuc reporter, luminescence, 48 h; response scale: scaled: vehicle 0%, 10 µM genistein 100%; also: potency is read from the fitted curve at half-maximal effect; nearly all actives have a fitted effect of over 80% in size; some results filed as inactive show a strong effect at the top dose
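MCF7-BRCA1-FFLuc, 2000 cells/well; 2 h attach, 37 °C/5% CO2; compound 48 h; luciferase substrate 15 min; luminescence end-point. Norm. to genistein 10 microM max activation and DMSO; concentration-response curves fitted.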
The depositor's hits bear a star; ? = inconclusive; · = no result given; [ ] = another dose, or the depositor's remark. Unless noted, calls follow the shape of the dose curve; as a rule, active = well fitted curve in the direction sought with a large enough effect; inconclusive = small, poorly fitted or top-dose-only effect, or another doubt; inactive = no such curve, though single readings can be large; an effect the other way counts as inactive or inconclusive.

SMILES	ELG1 repair inh	NPC1 promoter act	ELG1 genotoxic	RORg inh	Rab9 prom act	FLuc modulator	TRPV1 ag	Tb PFK block	VP16 counter	p53 reactivator	BRCA1 expr up
CCOC(=O)[C@H]1[C@H]2COc3ccc(OC)cc3[C@@H]2N2C(=O)c3ccc(Cl)cc3NC(=O)[C@@]12C	14%	1%	-1%	·	-4%	6%	90*	0%	·	-14%	-14%
CCSc1nnc(NC(=O)c2ccccc2)s1	?	3.5µM*	?	-35%	3.2µM*	13µM*	28	1%	2%	?	78%
O=C(c1cccc(Cl)c1)N1CCN(Cc2ccncc2)CC1	-7%	-8%	4%	-33%	4%	2%	2	-6%	25%	9%	-14%
Cc1cccc(NC2=C(NC(=O)c3ccccc3)C(=O)c3ccccc3C2=O)c1	?	0%	-5%	?	-2%	-16%	24	?	?	?	-76%
CCOc1ccccc1CNC(=O)Cn1ccc2cc(S(=O)(=O)N3CCCC3)ccc21	2%	0%	-6%	10%	-2%	-2%	1	0%	14%	3%	-20%
O=C(c1cc2ccccc2o1)N1CCCC1	?	1%	13%	13%	12%	-18%	6	7%	?	6%	56%
CCOc1ccc(CNC(=O)CCc2cn(C)c3ccccc23)cc1	-4%	-4%	3%	13%	-2%	-1%	9	-3%	-12%	-3%	-16%
CCC1(C)NC(=O)N(CC(=O)N2CCN(c3cccc(Cl)c3)CC2)C1=O (centres undefined)	-8%	1%	-1%	·	-5%	·	-8	?	·	-15%	3%
CCc1cc(=O)oc2c(C)c(OCC(=O)NCCCn3ccnc3)ccc12	1%	-2%	0%	-8%	6%	0%	1	6%	-14%	1%	1%
CCn1cc(CN2CCC(n3nccc3NC(=O)c3ccccc3OC)CC2)cn1	29%	-4%	4%	-20%	-3%	-1%	2	-4%	?	-4%	17%
O=C(NNC(=O)c1ccc(F)cc1)C(=O)N1CCCCC1	20%	2%	1%	44%	2%	2%	-3	11%	18%	2%	10%
CCOC(=O)c1ccc(N2C(=O)C3CCOc4ccccc4C32)cc1 (centres undefined)	-6%	4%	0%	·	-5%	0%	14	-1%	·	-6%	9%
COc1ccc2cc3cc(C(=O)NCCc4ccc(OC)c(OC)c4)oc3nc2c1	5.2µM*	-3%	-7%	-4%	3%	-2%	-5	-1%	-8%	-5%	-1%
CN(c1ccc(C(=O)NCc2ccncc2)cc1)S(=O)(=O)c1ccc(Cl)cc1	-1%	0%	-1%	?	-6%	1%	?	2%	-3%	-14%	-27%
CC(C)C(NC(=O)c1ccc(C(C)(C)C)cc1)C(=O)Nc1ccc(N2CCOCC2)cc1 (centres undefined)	-16%	-4%	-2%	·	0%	·	0	-3%	·	12%	7%
CC1CC(C)CN(S(=O)(=O)c2ccc(C(=O)Nc3sccc3C(N)=O)cc2)C1 (centres undefined)	?	-6%	-22%	-14%	-1%	0%	1	0%	?	-12%	-37%
CC(C)n1cc(CN2CCC(C(=O)Nc3cccc(-c4cscn4)c3)CC2)cn1	2%	-3%	-7%	9%	1%	-6%	0	0%	-11%	-5%	-1%
Cc1ccc(Cl)cc1-n1c(=O)cc(N2CC(C)OC(C)C2)[nH]c1=O (centres undefined)	8%	0%	-4%	2%	4%	7%	-5	1%	-1%	-7%	-15%
O=c1c(-c2ccc(F)cc2)coc2c3c(ccc12)OCCO3	?	3.5µM*	2.6µM*	22%	1.3µM*	?	-3	-1%	11%	?	?
C/C(=N/NC(=O)CNC(=O)/C=C/c1ccco1)c1ccc(Cl)cc1	16%	0%	1%	22%	-5%	-4%	4	?	-3%	1%	-36%
O=C(CN1CCC(N2CCCCC2)CC1)N1CCCc2ccccc21	3%	-1%	0%	23%	1%	-1%	-2	-11%	3%	-3%	-16%
O=C(CSc1cccc(C(F)(F)F)c1)Nc1ccc(N2CCOCC2)cc1	-3%	·	0%	·	·	·	·	0%	·	5%	-7%
O=S(=O)(/N=C(/Nc1ccccn1)c1ccc(Cl)cc1)c1ccc(Cl)cc1	?	19%	2%	0%	28%	4%	7	-1%	?	10%	85%
Cc1ccc(C(=O)NC2CCN(C(=O)N3CCOCC3)CC2)cc1	0%	-4%	0%	-1%	-5%	-1%	0	-3%	-6%	7%	3%
CN(C)S(=O)(=O)c1ccc(S(=O)(=O)NCCN2CCOCC2)cc1	-4%	-1%	-1%	-5%	5%	-1%	3	-1%	-3%	0%	-6%

Some entries already given, reduced to VP16 counter and ELG1 genotoxic:
Compound | VP16 counter | ELG1 genotoxic
CCn1cc(CN2CCC(n3nccc3NC(=O)c3ccccc3OC)CC2)cn1 | ? | 4%
CN(c1ccc(C(=O)NCc2ccncc2)cc1)S(=O)(=O)c1ccc(Cl)cc1 | -3% | -1%

Other results:
SMILES	ELG1 repair inh	NPC1 promoter act	ELG1 genotoxic	RORg inh	Rab9 prom act	FLuc modulator	TRPV1 ag	Tb PFK block	VP16 counter	p53 reactivator	BRCA1 expr up
CC(C)(C)NC(=O)NC(=O)CSc1ccc(S(=O)(=O)N2CCCCC2)cn1	-4%	0%	1%	·	-1%	0%	?	-2%	·	-8%	11%
CC(C)(C)NC(=O)C(c1cccs1)N(Cc1cccs1)C(=O)c1ccc(CN2CCOCC2)o1 (centres undefined)	4%	-1%	-2%	?	-2%	1%	11	0%	-1%	-2%	-15%
Cc1ccc(S(=O)(=O)n2nc(OC(=O)C3CCCCC3)cc2N)cc1	-27%	-3%	-3%	0%	1%	-2%	7	-8%	-12%	-6%	0%
CCCn1nc(C(=O)OCC(=O)Nc2ncc(Cl)c(C)c2Cl)c2ccccc2c1=O	0%	20%	-1%	?	1%	-3%	-1	3%	2%	-6%	1%
O=C(CSc1ccccn1)N1CCCC(Nc2ccc(F)c(F)c2)C1 (centres undefined)	-12%	2%	11%	39%	·	2%	?	-10%	8%	-20%	-10%
CS(=O)(=O)N1N=C(c2ccccc2)CC1c1ccc2nccnc2c1 (centres undefined)	13%	13%	0%	28%	4%	?	-3	-1%	-6%	13%	-7%
Cn1cccc1C(=O)NC(=O)CSc1cccc[n+]1[O-]	6%	5%	2%	-18%	5%	1%	-4	-5%	0%	2%	11%
COc1ccc(-c2coc3c(CN4CCOCC4)c(O)ccc3c2=O)cc1	?	2%	5%	19%	-1%	-2%	8	2%	0%	2%	30%
COCCN(Cc1cn(C)nc1-c1ccccc1F)C(C)C	0%	-8%	3%	-4%	1%	-1%	3	-5%	3%	2%	-19%
COC(=O)c1ccc(NC(=O)CCn2c(=O)oc3ccccc32)cc1	-21%	3%	-1%	20%	3%	-2%	4	0%	-16%	-9%	4%
O=C1Nc2ccccc2C1c1ncc(C(F)(F)F)cc1Cl (centres undefined)	2%	1%	-1%	6%	0%	0%	19	2%	-4%	-2%	-19%
Cc1ccc(C23CC4CC(CC(NC(=O)NC(C)(C)CO)(C4)C2)C3)cc1	-13%	10%	0%	0%	-2%	6%	?	1%	-27%	-4%	0%[1.84 µM]
C=CCNc1nc(-c2c(C)nc3sccn23)cs1	-14%	-3%	6%	?	1%	?	-2	-1%	-24%	18%	-36%
CCn1cc(/C=N\NC(=O)COc2cccc(C)c2C)c(C)n1	6%	0%	2%	-17%	-3%	?	-1	-1%	-5%	-3%	2%
CC(NC(=O)C12CC3CC(CC(C3)C1)C2)C(=O)NCCN(C)C (centres undefined)	15%	0%	-2%	-7%	0%	3%	-5	5%	-4%	1%	47%
O=C(COc1ccccc1Cl)Nc1ccc2c(c1)OCO2	?	2.8µM*	3.5µM*	1%	?	3.4µM*	?	-2%	25%	?	-17%
c1ccc2[nH]c(CSc3nnc(-c4ccncc4)o3)nc2c1	?	2%	-1%	?	2%	-6%	0	-6%	0%	-5%	-23%
O=C(COC(=O)c1ccncc1)Nc1cccc2ccccc12	0%	·	0%	·	·	·	·	0%	·	-1%	15%
COc1cccc(CN2CCC(CO)(CC3CCCCO3)CC2)c1 (centres undefined)	5%	4%	0%	10%	8%	1%	-4	0%	2%	3%	-9%
O=C(Nc1ccccc1)N(CCCN1CCOCC1)Cc1ccccc1F	-7%	11%	5%	23%	3%	1%	7	0%	-4%	2%	-17%
NS(=O)(=O)c1cccc(C(=O)NC2CCSc3ccccc32)c1 (centres undefined)	14%	-35%[inhibitor]	-14%	?	-3%	1%	4	3%	20%	0%	-7%
COc1ccc(/C=N/Nc2nc(NCc3ccco3)nc(Nc3ccc(OC)cc3)n2)cc1	?	-2%	-6%	?	-7%	?	?	0%	-15%	-6%	-5%
COc1ccc(C(=O)NCc2csc(-c3cccs3)n2)cc1	-15%	0%	-4%	9%	-2%	-2%	14	0%	1%	-4%	-14%
